# Screens: PubChem BioAssay, Broad Institute
# DENV2 CPE rescue: inhibitors of DENV2 cytopathic effect, primary screen, cell-based, plate reader, single concentration; CPE inhibition, % at 9.99 µM; hit rate 1.7% among 350,000; DENV2-infected cells, cytopathic effect rescue; AID 651640, 2012; in the data active = CPE inhibition above about 20%, passing the limit was not always enough; inconclusive = no clear call, values can overlap the other calls; tested in BHK-21 cells;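 note: 0% = median of neutral control wells and 100% = median of positive control wells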
# ARNT-TACC3 inh: disruptors of ARNT/TACC3 protein interaction, primary screen, biochemical, AlphaScreen, single concentration; Transforming acidic coiled-coil-containing protein 3 (Homo sapiens), Q9Y6A5; inhibition, % at 9.99 µM; AlphaScreen His-ARNT PAS-B/GST-TACC3 binding, luminescence; TACC3 fragment carries E629A point mutation; hit rate 0.66% among 390,000;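 active = mean inhibition of replicates at least 50% and at least half of replicates each reaching 50%; inconclusive = half or more replicates reach 50% but mean below 50%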;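 note: 0% = complete ARNT plus TACC3 wells and 100% = ARNT alone without TACC3; many hits fall short of the cut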
# EWS-Fli inh: EWS/Fli-driven NR0B1 reporter inhibitors, primary screen, A673 cells, NR0B1 luciferase, luminescence, MLPCN library; inhibition, % at 12.6 µM; hit rate 0.67% among 350,000; viability-normalised;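 active = mean inhibition of at least 50% after viability correction, with every replicate also passing that limit; inconclusive = mean reaches 50% but only one of two replicates passes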;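 note: firefly luciferase signal divided by Alamar Blue viability fluorescence both relative to DMSO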
# F508del corr: F508del CFTR correction, initial screen, CFBE line, single point | CFBE cells, YFP halide quenching; stimulated with forskolin plus potentiator P3; % fluorescence drop versus neutral controls | activity (quench increase), % at 7.58 µM | hit rate 0.36% among 350,000;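 active = mean added fluorescence quench of at least 8% versus neutral control, with both replicates also reaching 8%; inconclusive = only one of the mean or replicate conditions met; inactive = mean below 8% and not both replicates reaching 8%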;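 note: cells transiently co-express mutant CFTR-F508del with the halide-sensitive YFP; corrector assay measuring rescue of mutant channel to the surface after 24 h compound exposure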
# ERp5 block: inhibitors of ERp5-driven insulin aggregation, primary screen, biochemical, turbidity, absorbance 650 nm, single point | AID 651711, 2012 | hit rate 0.05% among 350,000 | inhibition, % at 9.99 µM | Protein disulfide-isomerase A6 (Homo sapiens), Q15084 | 90 min;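 active = mean replicate inhibition above about 25%, with every replicate also reaching it, limit read from the data, passing the limit was not always enough; inconclusive = only one of those two criteria met; inactive = neither criterion met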
# Target sequence (Q15084 whole entry, looked up): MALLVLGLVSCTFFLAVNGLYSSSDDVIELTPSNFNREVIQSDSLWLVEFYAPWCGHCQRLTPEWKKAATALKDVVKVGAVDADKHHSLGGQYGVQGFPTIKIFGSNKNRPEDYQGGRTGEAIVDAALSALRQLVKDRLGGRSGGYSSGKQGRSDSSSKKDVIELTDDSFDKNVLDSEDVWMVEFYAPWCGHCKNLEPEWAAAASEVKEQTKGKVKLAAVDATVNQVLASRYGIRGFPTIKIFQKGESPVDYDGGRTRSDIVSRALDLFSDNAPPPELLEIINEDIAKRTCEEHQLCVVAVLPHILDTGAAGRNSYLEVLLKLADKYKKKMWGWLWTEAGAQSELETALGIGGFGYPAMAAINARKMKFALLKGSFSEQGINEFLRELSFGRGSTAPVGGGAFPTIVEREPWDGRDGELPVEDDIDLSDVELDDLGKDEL
# Xi reactivation: activators of inactive X chromosome reactivation, primary screen, imaging, XiGFP fibroblasts, GFP high-content imaging, set 2; hit rate 0.055% among 360,000; activation, % at 7.58 µM; XiGFP mouse fibroblasts, % GFP-positive cells imaging, 3 d; cells co-treated with 5-aza-dC sensitizer; scaled so ellipticine positive control = 100%;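 active = mean normalized replicate activation at least 10% and every replicate at or above 10%; inconclusive = only one of the two criteria met; inactive = mean below 10% and not all replicates reach 10%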;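 note: 0% = median of on-plate neutral control wells and 100% = ellipticine 6 µM median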
#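 System: 68-5-11 XiGFP fibroblast line; Timing: 3 days compound exposure; Compound dosing: one concentration, pinned; Benchmarks: positive control ellipticine, 6 µM final; Buffer or medium: DMEM containing 5-aza-dC.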
# INS-1E GSIS act: GLuc luminescence reporter in INS-1E cells, primary screen for activators of glucose-dependent secretion of insulin; activation, % at 16.6 µM; AID 743287, 2014; hit rate 0.61% among 370,000; INS-1E GLuc reporter insulin secretion, 2-3 h;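 active = lowest replicate activation of at least 40%, so every replicate reaches that level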;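 note: 0% = median of neutral control wells and 100% = median of IBMX positive control wells; some compounds called inactive have numbers as strong as hits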
# PAX8 inh HTS: inhibitors of PAX8-driven TPO luciferase reporter, primary screen, RMG-I cells, single concentration; SteadyGlo, 24 h; inhibition, % at 12.6 µM; hit rate 1.2% among 360,000; AID 652154, 2013;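 active = mean replicate inhibition at least 60% with every replicate also reaching 60%; inconclusive = only one of the two criteria is met; inactive = mean below 60% and not all replicates reaching 60%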;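 note: luciferase light reporting Pax8 driven TPO promoter activity; plate controls were median of neutral control wells for no effect and mitoxantrone controls for full effect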
# * hit, by the source's call; ? = inconclusive; . = not tested or not shown.
structure,PAX8 inh HTS,ERp5 block,EWS-Fli inh,Xi reactivation,ARNT-TACC3 inh,DENV2 CPE rescue,INS-1E GSIS act,F508del corr
CC(C)n1c(SCC(=O)Nc2ccc(N3CCOCC3)cc2)nnc1-c1ccco1,-14,1,-8,0.5,-12,-5,-8,-2.9
CCc1ccccc1NC(=S)NCCSc1ccc(Cl)cc1,-3,-1,9,0.0,-4,-6,-5,-0.3
C[C@H]1CN([C@@H](C)CO)C(=O)c2cc(NS(C)(=O)=O)ccc2O[C@@H]1CN(C)S(=O)(=O)c1cn(C)cn1,.,-5,-4,0.2,-3,-2,10,-1.0
O=C(C[C@@H]1C[C@H]2c3cc(NC(=O)Nc4ccccc4F)ccc3O[C@H]2[C@@H](CO)O1)NCc1cc(F)ccc1F,-4,0,0,0.0,-5,1,27,-1.1
COc1ccc2c3c([nH]c2c1)[C@@H](CO)N(C(=O)Cc1ccccn1)CC31CN(Cc2ccccn2)C1,.,.,-5,0.3,.,14,6,-0.4
C[C@H]1CN([C@@H](C)CO)C(=O)c2cccc(NC(=O)C3CCCCC3)c2O[C@@H]1CN(C)Cc1ccccc1,-10,-4,3,0.4,3,-11,-5,-0.3
OC(COC1CCCCC1)CN1CCCCC1 (stereo not drawn),9,-2,.,0.1,-21,-5,12,-0.2
Cc1ccccc1NC(=O)Cc1nc(COC(=O)COc2ccc(C(C)(C)C)cc2)cs1,10,-1,-8,-0.3,0,?,7,2.0
O=C(NCC[C@H]1CC[C@@H](NC(=O)Nc2cc(F)ccc2F)[C@@H](CO)O1)Nc1ccc(F)cc1,.,0,8,-0.2,1,2,-29,-1.7
CCN(/N=C/c1ccccc1)c1cc(=O)n(C)c(=O)[nH]1,47,.,.,-0.1,6.2*,.,2,.
CCOc1ccc(NC(=O)c2ccc3c(SCC(=O)O)c4c(nc3c2)CCCC4)cc1,-18,1,1,0.0,10,0,-9,2.2
Cn1c(=O)n(C)c2cc(NC(=O)Cc3ccccc3[N+](=O)[O-])ccc21,13,3,28,0.0,0,2,6,-0.7
COc1ccc(Nc2cc(Cl)nc(N)n2)cc1,-55,9,-48,0.0,-3,-7,8,1.7
CC(C)NC(=O)N(C)C[C@@H]1Oc2ccc(NS(=O)(=O)c3ccc(F)cc3)cc2C(=O)N([C@@H](C)CO)C[C@@H]1C,-12,1,3,0.1,-7,4,13,-2.6
CCc1cccc(OC2OC(CO)C(O)C(O)C2NC(C)=O)c1 (stereo not drawn),6,7,-1,0.3,26,2,4,5.6
COc1nccnc1NS(=O)(=O)c1ccc(NC(=S)NC(=O)c2ccccc2F)cc1,-11,4,2,0.0,8,0,19,1.8
CCc1ccc(NC(=O)C(C)OC(=O)C2CCC(=O)N2)cc1 (stereo not drawn),-7,-3,-5,0.2,1,-3,-2,3.0
COc1cccc(/C=C/C(=O)OCC(=O)Nc2cccc(S(=O)(=O)N3CCCCC3)c2)c1OC,6,.,.,0.2,-4,.,-33,.
COc1ccccc1NC(=O)Nc1nnc(CC(=O)Nc2cccc(C)c2)s1,-2,6,8,0.0,8,0,-27,4.7
O=C(C[C@@H]1CC[C@@H](NC(=O)Nc2ccccc2)[C@H](CO)O1)NCc1ccccn1,-6,-4,-7,0.4,-16,19,-3,-1.7
O=C(Nc1ccccc1)OCCOc1ccc(Br)cc1,-33,-1,5,0.0,-4,2,10,0.9
COc1cccc(C(=O)Nc2ccc(NC(=O)Cc3ccccc3)cc2)c1,-38,2,-8,0.4,-10,-1,6,2.8
N#CC(=C1C=C(Br)C(=NO)C=C1Cl)c1ccc(Cl)cc1,13,-1,14,0.2,.,-5,-18,0.8
Cc1ccc(NC(=O)CS(=O)CC(=O)N2CCN(c3ccccc3)CC2)cc1 (stereo not drawn),5,-1,1,0.0,3,8,2,0.0
CCCNC(=O)N1[C@@H]2c3ccc(-c4ccccc4OC)c(=O)n3C[C@H]1[C@H](CO)[C@H]2C(=O)NCC,-18,3,-3,-0.1,-1,17,15,.
C/C(=N/OC(=O)C1CC12CCC2)c1ccc(Br)cc1 (stereo not drawn),0,5,-16,0.3,6,1,-11,-3.3
CN(C)c1ccc(/C=N/N=C/c2ccccc2O)cc1,-85,.,.,0.4,5,.,20,.
Cc1cc(Br)cc(Cl)c1OCC(=O)N1CCN(C(=O)c2ccco2)CC1,1,-28,4,-0.1,-2,-2,-2,-1.6
CCc1nc2ccc(C(=O)N3CCCCC3)cn2c1N(CCC(C)C)CCN(C)C,-6,3,-3,0.0,.,-6,.,-2.1
Cc1ccc(C(=O)OCC(=O)NCc2ccco2)s1,9,-1,4,0.0,-2,.,2,-0.5
C1=C[C@H]2CCCN3CC[C@@H]([C@@H]2[C@]32CO2)[C@H]1CCOCc1ccccc1,-34,-2,2,-0.1,.,1,24,-0.8
CCNC(=O)C[C@H]1CC[C@H]2[C@@H](COC[C@H](O)CN2Cc2ccncc2)O1,-19,.,-2,0.0,-4,1,-11,0.5
COc1ccccc1-n1c(CNC(=O)c2cccs2)n[nH]c1=S,-24,1,8,0.0,-5,10,-1,-1.3
O=C(Nc1ccc2nc3ccccc3nc2c1)c1ccccc1,-170,.,.,0.0,8,.,26,.
COc1ccccc1NC(=O)/C(C#N)=C/c1cccn1C,-17,4,-43,0.1,6,-1,-4,2.0
CO[C@H]1CN(C)C(=O)c2cc(NC(=O)C3CC3)ccc2OC[C@H](C)N(C(=O)Cc2ccccn2)C[C@@H]1C,1,-3,-2,0.8,0,8,-1,2.0
CO[C@@H]1CN(C)C(=O)c2ccc(NC(=O)c3cc(C)on3)cc2OC[C@@H](C)N(S(=O)(=O)c2cccc(C)c2)C[C@H]1C,26,1,0,0.5,4,-5,-31,0.5
CCOC(=O)Cc1csc(N/N=C/c2ccc(Cl)cc2)n1,-44,3,26,0.1,15,-3,-2,-4.6
COc1ccccc1-c1ccc([C@H]2[C@@H](C#N)N(C(=O)C3CCC3)[C@H]2CO)cc1,-10,-3,-28,-0.1,20,-4,-3,-1.8
COc1ccc(NC(=O)NNC(=O)c2cc3occc3n2C)c(OC)c1,16,0,.,0.1,4,3,8,-1.0
C/C=C/c1ccc([C@@H]2[C@H](CO)N[C@H]2CNS(=O)(=O)c2ccccc2)cc1,0,0,-4,0.1,-2,-9,17,-1.4
C/C(=N\NC(=O)c1ccc(Cl)cc1)c1cccc(NC(=O)c2cccnc2)c1,-12,.,.,0.9,4,.,12,.
Cc1ccc(S(=O)(=O)N(C)C[C@H]2Oc3ccc(NS(=O)(=O)c4ccc(Cl)cc4)cc3CC(=O)N([C@@H](C)CO)C[C@@H]2C)cc1,-1,-2,-1,-1.2,10,3,7,-1.7
Cc1c(Cl)cccc1NC(=O)C1COc2ccccc2O1 (stereo not drawn),3,0,-2,0.1,2,1,7,-9.9
Cc1ccc(NC(=O)C(C)OC(=O)Cc2c[nH]c3ccccc23)cc1S(=O)(=O)N1CCOCC1 (stereo not drawn),24,-5,7,0.3,1,6,-32,2.9
CC(=O)c1ccc(S(=O)(=O)NCCC(=O)OCC(=O)NCCc2ccccc2)cc1,-10,-3,.,0.0,-4,4,19,1.9
N#C[C@@H]1[C@@H](c2ccc(-c3ccccc3F)cc2)[C@H](CO)N1C(=O)Cc1ccccc1,-1,-11,-23,0.4,8,-14,0,1.3
COc1ccccc1-c1ccc2c(c1)O[C@H](CN(C)S(=O)(=O)c1ccc(C)cc1)[C@@H](C)CN([C@@H](C)CO)S2(=O)=O,23,-6,10,-0.2,-4,-6,4,-3.0
O=C(CC1C(=O)NCCN1Cc1ccoc1)NCCc1ccc(Cl)cc1 (stereo not drawn),18,22,5,0.0,.,0,-22,0.5
COc1ccccc1-c1noc(CCC(=O)NC2CCCCC2)n1,2,8,.,0.0,-2,2,5,0.8
COc1ccc(CCNC(=O)c2noc(C)c2[N+](=O)[O-])cc1OC,6,1,-1,0.3,-5,1,.,-0.7
CN(CC(=O)Nc1ccccc1Cl)C(=O)COC(=O)c1cccs1,1,-3,-6,0.0,-3,57*,4,1.4
Cc1cccc(S(=O)(=O)N[C@H]2CC[C@@H](CCNC(=O)CCN3CCCCC3)O[C@H]2CO)c1,8,0,-7,-0.2,-27,4,-8,-0.3
Cc1cccnc1NC(=S)Nc1ccc(F)cc1F,-44,-2,-32,0.2,-1,12,-1,-1.4
CC1(C)Cc2cccc(C(=O)NCc3ccco3)c2O1,-13,2,21,0.0,.,3,.,1.6
C[C@@H]1CN([C@H](C)CO)C(=O)c2cc(NC(=O)NC3CCCCC3)ccc2O[C@@H](C)CCCCO[C@H]1CN(C)C,-11,.,-1,0.0,.,.,9,-1.6
CCn1c(SCC(=O)NC2CCS(=O)(=O)C2)nnc1-c1ccccc1 (stereo not drawn),2,-2,4,-0.1,-2,7,-2,0.5
O=C(COC(=O)c1c(F)cccc1Cl)NCC1CCCCC1,-4,13,-51,0.3,-4,15,.,0.9
C[C@H](CO)N1C[C@H](C)[C@H](CN(C)S(=O)(=O)c2ccccc2)Oc2c(NC(=O)c3cnccn3)cccc2C1=O,8,.,-5,-0.2,.,.,26,-0.3
Cc1ccc(S(=O)(=O)N2CCC(C(=O)NCCCN3CCOCC3)CC2)cc1,2,-5,-2,0.0,5,3,-3,-8.6
CCOc1ccc(CCNC(=O)C2CSC3(C)CCC(=O)N23)cc1OCC (stereo not drawn),13,-9,2,2.2,-4,?,3,4.3

# As entered above:
# Value of COc1ccccc1NC(=O)/C(C#N)=C/c1cccn1C in PAX8 inh HTS: -17
# Value of COc1cccc(C(=O)Nc2ccc(NC(=O)Cc3ccccc3)cc2)c1 in DENV2 CPE rescue: -1
# Value of COc1ccc(NC(=O)NNC(=O)c2cc3occc3n2C)c(OC)c1 in PAX8 inh HTS: 16
# Value of COc1ccccc1-c1ccc([C@H]2[C@@H](C#N)N(C(=O)C3CCC3)[C@H]2CO)cc1 in F508del corr: -1.8

# Compounds listed so far containing a nitro group on carbon, in the order listed:
structure,PAX8 inh HTS,ERp5 block,EWS-Fli inh,Xi reactivation,ARNT-TACC3 inh,DENV2 CPE rescue,INS-1E GSIS act,F508del corr
Cn1c(=O)n(C)c2cc(NC(=O)Cc3ccccc3[N+](=O)[O-])ccc21,13,3,28,0.0,0,2,6,-0.7
COc1ccc(CCNC(=O)c2noc(C)c2[N+](=O)[O-])cc1OC,6,1,-1,0.3,-5,1,.,-0.7
